# Compound activity from PubChem BioAssay.
# HKDC1 inh = HKDC1 hexokinase inhibitors, primary screen, biochemical, fluorescence, uHTS; Q2TB90; recombinant HKDC1, G6PDH/diaphorase resazurin coupled fluorescence; inhibition, % at 20 µM; 340,000 tested, 0.16% active; AID 493160, 2011;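 active = inhibition above about 35% when tested at 20 µM, limit read from the data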;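 also: plate controls were DMSO wells with enzyme for no effect and DMSO wells lacking enzyme for full effect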
#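 Test system: recombinant HKDC1 (HK5) hexokinase enzyme, produced in-house; Amount: enzyme 5 µg/mL final; Buffer or medium: Tris pH 8.0 buffer with MgCl2, Tween-20, BSA, BME; Reagent: glucose and ATP substrates; Doses: 20 µM test compound, 1% DMSO; Incubation: 90 min reaction incubation at room temperature, dark; Detection: resorufin fluorescence at 613 nm.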
# GRIN3A LBD mod = binders of NR3A ligand-binding domain, primary screen, biophysical, differential scanning fluorimetry, uHTS. Glutamate receptor ionotropic, NMDA 3A (GRIN3A) ligand-binding domain. NR3A LBD differential scanning fluorimetry, Tm shift; 0% = protein alone, 100% = glycine-bound protein. Tm shift relative to glycine control, % at 25 µM. 340,000 tested, 2.5% active. AID 1259313, 2017;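 active = melting temperature shift of at least 10% of the positive control shift, at one fixed dose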
# SENP6 block = SENP6 protease inhibitors, primary screen, biochemical, luminescence, uHTS. Sentrin-specific protease 6 (Homo sapiens), Q9GZR1. Recombinant SENP6 catalytic domain, aminoluciferin luminescence. inhibition, % at 10 µM. 330,000 tested, 1.8% active. AID 2599, 2010;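 active = inhibition above about 50% at the single tested dose, limit read from the data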;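 also: plate controls were DMSO wells with enzyme for no effect and DMSO wells lacking enzyme for full effect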
# Target sequence (Q9GZR1 628-1112 limits assumed): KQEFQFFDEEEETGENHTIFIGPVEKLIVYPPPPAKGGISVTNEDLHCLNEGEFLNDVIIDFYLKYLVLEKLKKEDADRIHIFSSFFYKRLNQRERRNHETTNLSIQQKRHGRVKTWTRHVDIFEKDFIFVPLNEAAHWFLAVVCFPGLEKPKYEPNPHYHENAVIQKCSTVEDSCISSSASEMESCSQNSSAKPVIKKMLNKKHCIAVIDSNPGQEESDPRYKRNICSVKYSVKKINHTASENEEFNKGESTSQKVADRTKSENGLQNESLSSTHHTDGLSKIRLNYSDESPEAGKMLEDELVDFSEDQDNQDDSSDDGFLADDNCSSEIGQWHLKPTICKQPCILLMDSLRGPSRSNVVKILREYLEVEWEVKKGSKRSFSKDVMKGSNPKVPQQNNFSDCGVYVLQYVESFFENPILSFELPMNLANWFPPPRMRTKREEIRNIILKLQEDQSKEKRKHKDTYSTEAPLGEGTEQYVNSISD
# MPTP block = mitochondrial permeability transition pore inhibitors, primary screen, biochemical, isolated mouse mitochondria, absorbance | Ca2+ swelling absorbance, 30 min | AID 602449, 2012 | 360,000 tested, 1.4% active | inhibition, % at 10 µM;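 active = inhibition of 50% or more, scaled per plate between neutral and stimulator controls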;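 also: 0% = DMSO wells given calcium and 100% = 1 mM EGTA wells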
# SENP7 block = SENP7 protease inhibitors, primary screen, biochemical, luminescence, uHTS; Sentrin-specific protease 7 (Homo sapiens), Q9BQF6; recombinant SENP7, Z-RLRGG-aminoluciferin luminescence, 40 min; inhibition, % at 5 µM; 330,000 tested, 1.5% active;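 active = inhibition above about 50% at the single test dose, limit read from the data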;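 also: plate controls were DMSO with enzyme for no effect and no enzyme buffer wells for full effect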
# Target sequence (Q9BQF6 706-1050 limits assumed): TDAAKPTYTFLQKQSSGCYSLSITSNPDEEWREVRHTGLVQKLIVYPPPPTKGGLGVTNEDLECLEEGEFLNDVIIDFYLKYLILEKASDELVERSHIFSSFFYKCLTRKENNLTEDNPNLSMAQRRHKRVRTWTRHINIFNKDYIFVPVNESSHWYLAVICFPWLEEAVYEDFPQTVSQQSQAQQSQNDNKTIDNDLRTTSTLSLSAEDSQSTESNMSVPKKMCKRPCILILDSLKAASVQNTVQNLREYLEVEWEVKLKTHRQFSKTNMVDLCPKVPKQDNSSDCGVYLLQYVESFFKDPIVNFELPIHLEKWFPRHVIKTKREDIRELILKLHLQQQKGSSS
# SENP8 block = human SENP8 protease inhibitors, primary screen, biochemical, fluorescence, Nedd8 protein substrate, uHTS; Sentrin-specific protease 8 (Homo sapiens), Q96LD8; recombinant SENP8; inhibition, % at 20 µM; 360,000 tested, 0.64% active; AID 602440, 2012; in the data active = inhibition mostly above about 40%, no sharp cut-off; inactive = mostly below about 27%
# Target sequence (Q96LD8 whole entry, looked up): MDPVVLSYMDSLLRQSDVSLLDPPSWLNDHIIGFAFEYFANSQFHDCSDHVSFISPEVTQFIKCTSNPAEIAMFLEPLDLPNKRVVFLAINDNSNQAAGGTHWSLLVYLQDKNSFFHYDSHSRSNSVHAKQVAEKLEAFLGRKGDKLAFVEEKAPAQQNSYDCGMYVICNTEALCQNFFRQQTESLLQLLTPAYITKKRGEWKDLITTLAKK
# ATG4B inhibitor = ATG4B protease inhibitors, primary screen, biochemical, fluorescence, uHTS. Cysteine protease ATG4B (Homo sapiens), Q9Y4P1. ATG4B cleavage of LC3-PLA2, NBD-HPC fluorescence, 1 h. inhibition, % at 8.33 µM. 340,000 tested, 0.51% active; in the data active = inhibition above about 40%
# PfGluPho inh = PfG6PD enzyme inhibitors, primary screen, biochemical, fluorescence intensity, uHTS; glucose-6-phosphate dehydrogenase-6-phosphogluconolactonase (Plasmodium falciparum 3D7); PfGluPho enzyme, NADPH resazurin-diaphorase fluorescence; inhibition, % at 20 µM; 350,000 tested, 0.78% active; AID 504690, 2011;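 active = inhibition reaching at least a set limit at 20 µM in the primary screen, cut at about 59% in these data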;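 also: 0% = DMSO wells with substrate and 100% = DMSO wells lacking glucose-6-phosphate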
# Numbers without * were called inactive; nt = not tested or not shown.
SMILES,HKDC1 inh,GRIN3A LBD mod,SENP6 block,MPTP block,SENP7 block,SENP8 block,ATG4B inhibitor,PfGluPho inh
O=C(NC1CCCCCCC1)c1cccc(Cl)c1,-5.3,-0.7,-8.8,0.0,-2.6,18.7,5.3,7.5
O=C(OC(C(=O)NCc1cccs1)c1ccccn1)c1cccs1 (stereo not drawn),-8.1,-9.4,12.6,0.1,0.3,0.9,-4.5,-4.7
CCOC(=O)C1CCCN(C(=O)c2cccc(S(=O)(=O)N3CCOCC3)c2)C1 (stereo not drawn),-2.9,-0.1,12.6,0.3,2.4,3.4,1.2,-12.7
O=C(O)CCn1cc(-c2ccc(Cl)cc2)nc1-c1ccncc1,3.3,0.6,-1.1,0.0,5.3,-205.7,-4.5,-17.9
Cc1cc(C)nc(NC(=O)Nc2ccc(F)cc2F)n1,2.3,0.9,-14.0,-0.4,-7.1,0.9,-3.2,5.5
C=CCNC(=S)N1CCC(C(=O)c2ccc(OC)cc2)CC1,11.0,nt,6.9,-0.1,-1.7,12.0,-24.7,3.9
Fc1cccc(Cl)c1CNn1cn[nH]c1=S,-3.1,-1.0,-1.3,-0.3,2.1,18.7,6.8,24.1
COc1ccc(C(=O)N/C(=C\c2ccc3c(c2)OCO3)C(=O)Nc2cccc(C(=O)O)c2)cc1,-7.7,0.2,8.1,-0.8,-3.7,-1.6,4.9,-35.3
Cc1cc2c(c(N3CCOCC3)n1)C(=O)OC2,-0.9,1.5,3.3,-4.1,-3.3,-277.9,-2.8,-9.9
O=C1NC(=O)C2C1C(c1ccc([N+](=O)[O-])cc1)=NN2Cc1ccccc1 (stereo not drawn),1.5,-12.4,-4.4,0.1,-6.2,-27.9,12.7,-15.4
O=C(N[C@@H](Cc1c[nH]c2ccccc12)C(=O)O)c1ccc(Cl)cc1,0.7,0.2,3.3,-1.0,2.7,9.0,-0.8,-35.0
N#Cc1c2ccc(OCC(N)=O)cc2n2ccccc12,11.4,6.0,38.9,1.1,24.9,-367.1,-10.4,43.0
COc1ccc(CNC(=O)CCc2nnc3ccc(NCCCN4CCCC4=O)nn23)cc1,5.9,-1.9,-6.6,-1.1,1.2,-9.4,-2.1,14.8
O=C(OCC(=O)N1CCCc2ccccc21)c1cccc(S(=O)(=O)N2CCc3ccccc32)c1,2.3,2.9,-31.7,-0.2,-5.6,12.3,-5.3,-1.5
COCCOC(=O)C1=C(C)NC(=O)NC1c1cn(-c2ccccc2)nc1-c1cccs1 (stereo not drawn),1.4,-0.1,-25.1,-5.6,-10.0,-4.0,-7.3,-8.9
Fc1ccc(-c2ccnc3nc(N4CCN(c5ccccc5)CC4)nn23)cc1,-1.1,3.3,0.0,0.1,5.9,8.9,-5.2,-4.4
CC1=CC(=C(C#N)c2nc3ccccc3s2)C=C(C)N1c1ccc(F)cc1,7.4,-0.6,53.7*,1.4,1.1,84.6*,23.9,-12.6
Cc1cccn2c(=O)c3cc(C(=O)NCCc4ccccc4)c(=N)n(Cc4ccco4)c3nc12,0.6,-5.2,7.3,-1.3,1.3,-283.5,5.1,15.5
CN(C)S(=O)(=O)c1ccc(NC(=O)c2cccnc2)cc1,2.4,-0.3,0.1,-11.2,0.6,-20.0,-0.1,-9.7
COCCn1c(SCC(=O)N2CCc3ccccc32)nc2c(c1=O)SC(C)C2 (stereo not drawn),6.4,1.7,-16.6,1.5,10.2,9.8,-2.5,16.5
CCCCN(C(=O)c1ccc(S(=O)(=O)N(C)C)cc1)c1ccccc1,-1.1,0.8,4.4,3.3,8.1,19.0,1.2,-20.5
CCC1(C)Cc2c(sc3nc4n(c(=O)c23)CCCS4)CO1 (stereo not drawn),7.3,-0.1,-11.9,-0.5,-10.1,-47.9,11.9,-2.2
CCCCC1OC23CCCCC2C(C#N)(C#N)C1(C#N)C(=N)O3 (stereo not drawn),19.2,-5.0,-8.9,-1.1,-4.5,-294.0,-9.0,-2.1
O=C(NNC(=S)NC(=O)c1cccnc1)c1ccc(F)cc1,-8.0,-1.8,-7.5,-3.7,6.0,21.8,-1.9,-4.8
CCN1/C(=C/C=C/c2oc3ccc(-c4ccccc4)cc3[n+]2CC)Oc2ccc(-c3ccccc3)cc21,30.0,60.5*,5.2,36.7,-2.7,-17.5,37.0,43.2
O=C(Nc1cccc(Cl)c1)Nc1nnc(CSCCOc2ccc(Cl)cc2)s1,-12.8,6.8,-4.4,91.7*,-5.1,-28.7,26.7,2.1
O=C(Cn1[nH]c(=O)c2ccccc2c1=O)OCC(=O)N(Cc1ccccc1)Cc1ccccc1,5.8,-0.8,15.3,-3.0,-3.2,9.1,2.0,8.5
CCC(CC)NC(=O)Nc1ccc(F)c(Cl)c1,-7.7,0.2,-8.4,71.1*,0.2,7.6,1.6,-2.1
COCCCn1c(=O)c2ccccc2n(CC(=O)N2CCCc3ccccc32)c1=O,0.9,-3.5,-8.4,-0.9,6.2,14.3,3.2,-11.0
CCCCOc1ccc(C(=O)N(Cc2ccco2)C2CCS(=O)(=O)C2)cc1 (stereo not drawn),-0.6,-1.6,14.7,-2.1,2.4,8.0,-5.7,20.2
Cc1cc(C(=O)NCC(c2ccco2)N(C)C)no1 (stereo not drawn),-5.1,-2.0,-6.8,0.9,-0.8,-7.2,-2.7,-7.5
CCOC(=O)c1ccc(S(=O)(=O)N2CCN(C(=O)c3ccccn3)CC2)cc1,-1.7,0.4,-10.7,-1.1,2.3,-0.9,-12.8,7.6
COC(=O)c1ccc2c(=O)[nH]c(CCl)nc2c1,5.2,-2.2,5.8,-3.1,-5.9,-93.3,-5.9,-1.4
O=C(NCc1ccco1)c1ccc(=O)oc1,2.9,-0.7,9.4,1.2,1.5,17.2,12.1,-16.3
COc1ccc(-c2noc(CNC(=O)c3ccc4c(c3)OCO4)n2)cc1,-4.8,0.1,-8.5,0.2,-2.6,12.8,-16.8,-0.7
COc1ccc2nc(NC(=O)c3cccc(OCc4c(C)noc4C)c3)sc2c1,2.1,4.2,59.9*,3.0,46.9,-280.4,0.3,19.3
NCCCNC(=O)Cn1c(=O)c2c3c(sc2n(Cc2ccccc2)c1=O)CCCC3,3.8,-2.3,nt,-1.3,nt,9.2,1.7,-16.2
CCOC(=O)C1=C(N)n2c(s/c(=C/c3ccco3)c2=O)=C(C(=O)OC)C1c1ccco1 (stereo not drawn),-2.0,-1.2,nt,2.3,nt,-15.7,3.2,0.5
CCOC(=O)C1CCCN(c2c(NCCN(C)Cc3ccccc3)c(=O)c2=O)C1 (stereo not drawn),-1.5,0.6,10.1,-0.7,-1.2,4.0,-3.7,-22.1
O=C(COc1ccccc1Cl)NCc1ccncc1,-2.0,-1.0,12.6,1.5,-0.4,17.9,-9.1,1.6
COc1cc(CC(=O)OCC(=O)c2ccc(F)cc2)cc(OC)c1OC,-3.6,2.6,0.0,-1.3,8.8,14.1,-1.4,13.6
COc1ccccc1NS(=O)(=O)c1ccc(NC(=O)Cc2cccs2)cc1,-7.2,-5.7,-11.0,0.8,-4.6,4.6,-9.5,-10.2
CCOC(=O)CN(C)Cc1cn[nH]c1-c1ccc2cc(OC)ccc2c1,-4.8,0.1,13.0,0.5,0.8,-5.2,-3.1,1.6
CCOC(=O)C1CCCN(C(=O)C2CCC(CNS(=O)(=O)c3ccc(NC(C)=O)cc3)CC2)C1 (stereo not drawn),-6.2,-0.3,4.7,-2.3,-9.4,12.7,2.6,-4.0
O=C(CN1CCCCC1)Nc1ccc(F)c(Cl)c1,-1.4,0.7,-1.7,2.7,4.6,12.7,-11.4,-7.8
Cc1ccc2c(c1)N(CC(=O)NC(C)CCc1ccccc1)C(=O)c1cccnc1O2 (stereo not drawn),-5.6,-2.8,-7.4,-1.3,-14.4,6.7,-7.3,0.8
COc1ccc(C2C(C(=O)N3CCOCC3)=C(C)NC3=C2C(=O)CC(C)(C)C3)cc1O (stereo not drawn),0.6,0.9,-10.2,0.2,-7.0,-36.8,0.5,-0.1
Cc1c(N2C(=O)CSC2c2ccco2)c(=O)n(-c2ccccc2)n1C (stereo not drawn),-6.4,-2.1,-20.5,0.3,0.9,24.8,5.1,-10.4
Cc1cnc(C(=O)N2CCN(S(=O)(=O)c3ccc(F)c(F)c3F)CC2)cn1,-3.8,0.3,-6.3,-1.5,-11.7,2.8,-4.9,4.4
COc1ccc(C=CC(=O)c2ccc(OC)c(OC)c2O)cc1OC,4.7,2.2,nt,-0.7,nt,23.4,-10.2,1.3
COc1ccc2c(CC(=O)Nc3cccc(S(=O)(=O)N4CCOCC4)c3)coc2c1,-4.4,-20.5,5.2,1.4,2.3,-175.5,-20.2,3.8
Cc1cc(=O)oc(C)c1C(=O)N1CCN(C)CC1,-13.1,0.6,4.9,-1.3,-7.1,15.8,1.2,-17.9
CC1(C)CC(=O)CC(=O)/C1=N\Nc1c(Cl)cc(Cl)cc1Cl,4.9,2.3,-3.6,-0.7,3.3,28.6,-2.2,-19.4
CC(=O)Nc1nnc(S(=O)(=O)N2CCN(c3ccc([N+](=O)[O-])cc3Cl)CC2)s1,3.8,0.7,0.6,3.7,3.1,11.3,0.4,-24.3
COC(=O)c1ccsc1NC(=O)CSc1nnnn1-c1ccccc1SC,-1.9,7.1,0.9,1.9,-4.5,15.6,-4.2,7.2
Cc1noc(C)c1COC(=O)c1cccnc1Cl,3.3,1.5,6.7,-1.0,-1.1,12.4,-6.8,-10.5
CC(OC(=O)C1=COCCO1)C(=O)Nc1ccc(Cl)cn1 (stereo not drawn),3.0,-0.6,-1.3,0.5,-5.8,13.6,5.2,4.4
Brc1ccccc1-n1nnc(-c2cnc3ccccc3c2)n1,4.1,-31.3,40.2,0.2,12.4,13.4,19.6,-2.9
COc1cc(C(=O)OCC(=O)N(C)C)cc(NC(=O)c2ccco2)c1OC,7.2,0.2,-11.0,0.5,-1.7,-6.4,-8.6,9.6
CC(=O)c1ccc(S(=O)(=O)NCCc2cn3ccc(C)cc3n2)cc1,-0.8,0.2,-6.4,-1.2,-2.4,7.6,-4.3,13.6
O=C(Nc1ccc(O)c(-c2nc3ccccc3o2)c1)C1(c2ccc([N+](=O)[O-])cc2)CCCC1,-8.9,-0.1,-10.2,41.5,2.6,26.4,-2.5,-4.9
O=C(NCC(=O)N(CCc1ccccc1)C(C(=O)NC1CCCC1)c1cccnc1)c1ccco1 (stereo not drawn),-3.9,-0.1,-4.3,0.6,-0.6,26.2,-14.1,-8.0

# Quoted at random: four records from the list
SMILES,HKDC1 inh,GRIN3A LBD mod,SENP6 block,MPTP block,SENP7 block,SENP8 block,ATG4B inhibitor,PfGluPho inh
Cc1noc(C)c1COC(=O)c1cccnc1Cl,3.3,1.5,6.7,-1.0,-1.1,12.4,-6.8,-10.5
CC(=O)c1ccc(S(=O)(=O)NCCc2cn3ccc(C)cc3n2)cc1,-0.8,0.2,-6.4,-1.2,-2.4,7.6,-4.3,13.6
Cc1c(N2C(=O)CSC2c2ccco2)c(=O)n(-c2ccccc2)n1C (stereo not drawn),-6.4,-2.1,-20.5,0.3,0.9,24.8,5.1,-10.4
O=C(NCC(=O)N(CCc1ccccc1)C(C(=O)NC1CCCC1)c1cccnc1)c1ccco1 (stereo not drawn),-3.9,-0.1,-4.3,0.6,-0.6,26.2,-14.1,-8.0
